Assay outcomes from PubChem BioAssay.
STEP inh: blocks human striatal-enriched tyrosine phosphatase; P54829; recombinant STEP, OMFP fluorogenic substrate, fluorescence; inhibition, % at 20 µM; hit rate 0.25% among 360,000;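 active = inhibition at 20 µM, scaled per plate between control wells, above about 37%, limit read from the data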;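 also: 0% = DMSO with enzyme and substrate and 100% = substrate only without enzyme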
Target sequence (P54829 whole entry, looked up): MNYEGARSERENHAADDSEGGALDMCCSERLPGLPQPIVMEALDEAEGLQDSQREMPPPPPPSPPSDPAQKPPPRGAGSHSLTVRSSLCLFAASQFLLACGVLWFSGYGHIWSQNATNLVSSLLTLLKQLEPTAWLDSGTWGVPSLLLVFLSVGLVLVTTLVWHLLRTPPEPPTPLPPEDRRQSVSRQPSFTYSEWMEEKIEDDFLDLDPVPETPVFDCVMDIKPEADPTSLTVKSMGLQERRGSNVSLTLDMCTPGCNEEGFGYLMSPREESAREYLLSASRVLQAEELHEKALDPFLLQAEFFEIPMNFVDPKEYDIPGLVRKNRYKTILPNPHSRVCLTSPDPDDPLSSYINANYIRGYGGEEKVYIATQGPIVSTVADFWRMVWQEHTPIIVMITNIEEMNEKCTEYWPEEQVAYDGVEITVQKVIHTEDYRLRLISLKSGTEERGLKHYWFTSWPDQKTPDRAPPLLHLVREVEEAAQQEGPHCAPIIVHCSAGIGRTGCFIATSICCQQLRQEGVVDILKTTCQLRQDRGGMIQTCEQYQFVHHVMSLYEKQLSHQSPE
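medium = Bis-Tris buffer pH 6.0, 2.5 mM DTT, 0.005% Tween 20 | test system = STEP (striatal-enriched tyrosine phosphatase) enzyme, cell-free | measure = normalized % inhibition | compound dosing = 20 µM, 1% DMSO | also added = 25 µM OMFP | schedule = reaction 20 min, ambient temperature | measured by = fluorescence read at 480 nm ex / 540 nm em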
CendR NRP1 mod: modulators of CendR peptide binding to human neuropilin-1. O14786. FAM-RPARPAR peptide binding to NRP-1, fluorescence polarization. inhibition, % at 25 µM. hit rate 0.85% among 360,000. AID 602438;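 active = inhibition or corrected inhibition above about 18%, plus a signal ratio from 0.5 to 1.5, limit read from the data, passing the limit was not always enough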; also: strong numbers were not always called active
DNMT1 inh: blocks human DNA methyltransferase DNMT1 | P26358 | DNMT1 molecular beacon, Hinp1I cleavage, fluorescence | inhibition (reported as % activation of signal), % at 10 µM | hit rate 0.83% among 360,000; in the data active = inhibition above about 50%
E coli Lon inh: inhibits E. coli Lon protease. P0A9M0. purified E. coli Lon protease, fluorescence polarization. inhibition, % at 7.94 µM. hit rate 0.42% among 360,000. AID 602123; in the data active = inhibition above about 13%, passing the limit was not always enough;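 also: 0% = enzyme with probe and DMSO and 100% = no enzyme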
MsrA inhibitor: inhibitors of bovine MsrA; purified bovine MsrA, absorbance read-out; inhibition, % at 15.5 µM; hit rate 0.75% among 360,000; AID 651718; in the data active = inhibition above about 4.5%;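 also: 0% = vehicle wells with enzyme and 100% = reference inhibitor wells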
bovine MsrA act: activators of bovine methionine sulfoxide reductase A | purified bovine MsrA, absorbance read-out | activation, % at 10.6 µM | hit rate 0.3% among 360,000; in the data active = activation above about 7.5%;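 also: 0% = vehicle and 100% = reference activator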
Scp1 inh: Scp-1 (human) phosphatase inhibition | Q9GZU7 | Recombinant Scp1, phosphopeptide, malachite green phosphate absorbance | inhibition, % at 20 µM | hit rate 0.88% among 340,000 | AID 493091;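 active = inhibition above about 50% at 20 µM, limit read from the data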;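 also: plate controls were DMSO wells with enzyme for no effect and wells lacking enzyme for full effect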
Target sequence (Q9GZU7 76-261 limits assumed): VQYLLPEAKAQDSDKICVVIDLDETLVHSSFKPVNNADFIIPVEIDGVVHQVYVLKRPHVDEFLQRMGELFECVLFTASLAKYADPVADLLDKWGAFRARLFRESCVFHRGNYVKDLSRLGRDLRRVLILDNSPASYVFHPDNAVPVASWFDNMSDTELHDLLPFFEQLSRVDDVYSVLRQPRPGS
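Test system: SCP-1 phosphatase catalytic domain, residues 76-261 | Compound dosing: One concentration, 20 µM, with 1.0% DMSO | Schedule: 45 min room-temperature reaction, 5 min colour, 30 min stabiliser | Detection: Absorbance at 630 nm | Read-out basis: % inhibition of SCP-1 phosphate liberation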
SUMO1 PPI mod: modulators of human SUMO1-mediated protein-protein interactions | inhibition, % at 20 µM | P63165 | hit rate 0.33% among 360,000 | SUMO1 binding to a labelled peptide, TR-FRET, 1 h; in the data active = inhibition above about 37%
Target sequence (P63165 whole entry, looked up): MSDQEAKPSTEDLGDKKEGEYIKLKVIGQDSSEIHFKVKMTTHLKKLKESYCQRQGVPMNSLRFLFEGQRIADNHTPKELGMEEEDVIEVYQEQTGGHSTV
LMPTP block: blocks human LMPTP phosphatase; hit rate 0.22% among 360,000; inhibition, % at 20 µM; AID 651560; recombinant LMPTP-A, OMFP fluorogenic substrate, fluorescence intensity; P24666;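 active = compounds that cut the enzyme signal by at least half of the control window in the single-dose screen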;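 also: plate controls were DMSO wells with enzyme plus substrate for no effect and substrate without enzyme for full effect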
Target sequence (P24666 whole entry, looked up): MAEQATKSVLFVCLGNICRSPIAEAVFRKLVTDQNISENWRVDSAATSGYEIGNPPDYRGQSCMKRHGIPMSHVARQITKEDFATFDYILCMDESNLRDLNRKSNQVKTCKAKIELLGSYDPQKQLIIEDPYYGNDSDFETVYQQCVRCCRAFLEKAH
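Test system – LMPTP-A phosphatase enzyme · Quantity – 0.625 nM LMPTP-A final · Reagent – OMFP substrate, 400 µM final · Dosing – one test concentration per compound, 20 µM, with 3% DMSO overall · Timing – 50 min enzyme reaction at room temperature, protected from light · Detection – fluorescence intensity · Controls – substrate-only low control, DMSO enzyme-plus-substrate high control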
TbMetRS inhib: Trypanosoma brucei MetRS inhibition. purified T. brucei MetRS, ATP depletion, Kinase-Glo luminescence. inhibition, % at 11.9 µM. hit rate 0.4% among 360,000. AID 624268;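 active = inhibition above a per-plate cutoff of the control wells' mean inhibition plus 3 SD, cut at about 5.5% in these data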;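 also: 0% = DMSO wells median and 100% = median of wells with control inhibitor compound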
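Assay system: T. brucei methionyl-tRNA synthetase, purified | Medium: HEPES buffer with MgCl2, KCl, DTT, spermine, BSA, pyrophosphatase | Compound: 11.9 µM single point | Incubation: 15 min enzyme-compound preincubation, 2 h reaction, 10 min detection, 25 °C | Measured by: Kinase-Glo luciferase luminescence reporting remaining unconsumed ATP | Measure: % inhibition normalized to control-well medians | Replication: Singlicate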
Active calls of the source: *; . = not tested or not shown; + = active, no number.

SMILES | STEP inh | CendR NRP1 mod | DNMT1 inh | E coli Lon inh | MsrA inhibitor | bovine MsrA act | Scp1 inh | SUMO1 PPI mod | LMPTP block | TbMetRS inhib
CCNC(=S)NNc1nc(N2CCOCC2)nc(N2CCOCC2)n1 | 6 | 15 | 10 | 2 | -1.6 | -2 | -4 | 0 | 0.0 | -0.1
COc1ccc(C(=O)NCc2nnc(SCC(=O)N3CCC(C)CC3)o2)cc1OC | 0 | 4 | 7 | 0 | 1.9 | -11 | -11 | 0 | -0.8 | -2.0
Cc1cc(C)c2c(c1)NC(=O)C2(O)CC(=O)c1cccs1 (stereo unspecified) | 2 | -7 | 1 | -3 | 1.7 | -9 | 8 | -14 | 0.6 | -0.5
COc1ccc(CCNc2ccc([N+](=O)[O-])cn2)cc1 | -1 | -7 | -1 | 6 | 1.9 | -11 | 4 | -19 | -1.4 | -1.0
c1ccc(Sc2ncccn2)nc1 | -2 | 2 | 8 | -9 | 0.9 | -2 | -7 | 6 | -1.9 | 1.8
CCOC(=O)N1CCN(C(=O)/C(=C/c2ccccc2OC)NC(=O)c2ccccc2)CC1 | 4 | -5 | 1 | -3 | -0.3 | -7 | -9 | -2 | -1.6 | -1.1
Cn1c(=O)n(C)c2cc(/C=N/NC(=O)c3ccc(Cl)cc3)ccc21 | -1 | 3 | -1 | 6 | 3.9 | -5 | -7 | -10 | -1.4 | -0.1
CCN(CC(=O)Nc1c(F)cccc1F)C(=O)CCN1C(=O)C2CC=CCC2C1=O (stereo unspecified) | 1 | 5 | 3 | -11 | -1.6 | -1 | -5 | 0 | -0.5 | -0.5
CCc1cc(C(=O)N2CCN(S(=O)(=O)c3ccc(Cl)cc3)CC2)sc1C | 4 | -9 | 3 | 0 | 1.1 | -6 | -10 | -1 | 3.4 | -0.1
CC(C)CN(C(=O)c1ccc(S(=O)(=O)N2CCOCC2)cc1)C1CCS(=O)(=O)C1 (stereo unspecified) | 4 | 7 | -1 | -13 | -0.1 | -1 | 3 | 1 | -0.9 | 0.2
O=C(COc1cccc2c1CCNC2=O)Nc1ccc(Cl)cc1 | 2 | 2 | 5 | 4 | -1.1 | -2 | -3 | 5 | -0.8 | 0.2
COc1cccc(N(CC(=O)N2CCN(c3ccccc3OC)CC2)S(C)(=O)=O)c1 | -2 | 3 | 2 | -4 | 0.7 | -1 | -2 | 1 | -0.1 | 0.5
CCCc1[nH]c(=O)c(C#N)c2c1COC(C)(C)C2 | -2 | -6 | -1 | 10 | 2.5 | -3 | -10 | -2 | -0.2 | -0.5
CC(C)OCCCNC(=O)c1ccc(NS(C)(=O)=O)cc1 | 1 | 0 | 1 | -3 | 0.9 | 0 | -14 | 0 | 0.1 | 0.2
COc1ccc(C(CC(=O)c2ccc3c(c2)OCO3)C(=O)O)cc1OC (stereo unspecified) | 0 | 14 | -2 | -8 | -0.1 | -7 | . | -1 | -0.8 | -0.3
O=C(O)/C=C/c1ccc(-n2ccnc2)cc1 | 4 | 3 | 0 | 1 | -0.5 | -7 | -6 | -9 | -0.5 | -0.6
CC(=O)NC(c1cccc(F)c1)c1nc(/C=C/c2ccccc2)cs1 (stereo unspecified) | -2 | 6 | -3 | -8 | 1.4 | 0 | . | -33 | 0.9 | -0.1
O=C(NCC(F)(F)F)c1cc2c(c(-c3cccc(-c4ccccc4F)c3)n1)[C@H](CCO)N(C(=O)CC1CC1)C2 | . | 17 | . | -2 | 1.6 | -2 | . | 4 | 0.3 | -1.2
Cc1cccc(N2CCN(Cc3nc(-c4ccccc4Cl)oc3C)CC2)n1 | -1 | -7 | -4 | -6 | 1.4 | -2 | -6 | 1 | 0.4 | 1.5
Cc1nc2ccccc2c(=O)n1NC(=O)c1c(F)cccc1F | 2 | 9 | 2 | -8 | -0.4 | -2 | 0 | 4 | -0.5 | -1.1
CCCCCNC(=O)C1C(=O)Nc2ccccc2C(=O)N1c1ccc(OC)cc1 (stereo unspecified) | . | 7 | . | . | 1.2 | . | . | 0 | -0.8 | -0.4
COc1ccc(S(=O)(=O)NC2CC2)cc1-n1cnnn1 | -2 | 9 | 2 | -5 | -0.7 | -2 | -2 | -1 | -1.4 | -0.4
COc1ccc(C(=O)Nc2ccc3nc(N4CCN(C)CC4)cc(C)c3c2)c(OC)c1 | 4 | -9 | -10 | -3 | 0.3 | 0 | -6 | -16 | 0.1 | -0.3
COc1cc(SC)ccc1C(=O)Nc1ccc(S(=O)(=O)N2CCCC2)cc1 | -2 | 22 | 4 | 5 | 0.7 | -1 | 0 | -2 | 1.8 | -0.4
O=C(CC1OC(=O)c2ccccc21)Nc1ccc(Cl)c(S(=O)(=O)N2CCCCC2)c1 (stereo unspecified) | -2 | 1 | -3 | 5 | -0.5 | -2 | 4 | 1 | 1.0 | 0.2
Further structures.
SMILES | STEP inh | CendR NRP1 mod | DNMT1 inh | E coli Lon inh | MsrA inhibitor | bovine MsrA act | Scp1 inh | SUMO1 PPI mod | LMPTP block | TbMetRS inhib
COc1ccc(N2C(=O)C(Cl)=C(N(CCO)Cc3ccccc3)C2=O)cc1 | -1 | 0 | 1 | -3 | 0.2 | -1 | -8 | -22 | -0.8 | 0.5
C=CCn1c(SCC(=O)Nc2cccc(S(=O)(=O)N(C)c3ccccc3)c2)nnc1C1CC1 | -4 | -9 | 1 | -6 | -1.2 | 4 | 1 | 2 | 0.0 | -0.6
COc1ccc(C(=O)N/N=C/c2c(C)nn(-c3ccccc3)c2OC)cc1 | 0 | 6 | -4 | 0 | -0.9 | -3 | -13 | 0 | 1.0 | -0.1
Cc1cc2nc(Sc3c([N+](=O)[O-])nc(C)n3Cc3ccccc3)[nH]c2cc1C | 4 | 1 | 8 | -2 | 0.3 | -3 | 0 | -6 | -1.5 | 0.1
Cc1ccccc1-c1oc(C)c(C)[n+]1[O-] | 3 | -1 | 4 | 7 | 0.5 | -11 | -1 | 1 | -3.9 | -1.1
CCCCNC(=O)COC(=O)c1ccc(F)cc1Cl | 1 | 14 | 0 | -2 | 1.8 | -7 | 5 | 4 | 1.4 | -0.7
Cc1ccc(NC(=O)CSc2nnc(-c3ccoc3C)n2CCCN(C)C)cc1Cl | -1 | 12 | -3 | -3 | -0.9 | 0 | -3 | 0 | -1.2 | 0.1
CNC(=O)c1cc(Cl)c(OC)c(OC)c1 | 0 | -4 | -3 | 7 | 0.8 | -2 | 3 | 0 | 0.1 | -0.3
CCCn1c(=O)c2c(ncn2C)n(CCC)c1=O | -2 | -22 | 3 | 9 | 0.1 | -1 | 4 | 1 | -0.5 | -0.3
O=C(COc1ccc(S(=O)(=O)NC2CCCCC2)cc1)NCC1CCCO1 (stereo unspecified) | -10 | -8 | 4 | 0 | 0.8 | 3 | 0 | -2 | -0.7 | -0.5
COc1ccccc1CNC(=O)c1cccnc1 | 0 | -1 | -1 | 1 | -0.3 | -4 | -5 | -1 | -1.8 | -1.3
Cc1ccc(C)c(S(=O)(=O)Nc2ccc3sc(C)nc3c2)c1 | 3 | -2 | -2 | 0 | -0.4 | -4 | 1 | -3 | 0.2 | -0.6
Cc1cccc(OC(C)C(=O)OCC(=O)N2CCN(c3ccccc3)CC2)c1 (stereo unspecified) | 1 | 6 | 0 | -2 | -1.6 | 0 | 3 | -3 | -2.8 | -0.4
Oc1ccc2ccccc2c1/C=N/Nc1nnc(-c2ncc[nH]2)c2ccccc12 | -4 | -19 | 27 | -6 | 0.8 | -3 | -4 | -2 | 2.8 | 0.6
CCOc1ccc(C(C)(C)C)cc1S(=O)(=O)N1CC(C)OC(C)C1 (stereo unspecified) | 0 | 2 | 2 | -4 | -0.7 | -9 | 1 | -2 | 1.1 | -2.2
CC(C)(C)c1ccc(S(=O)(=O)N2CCN(CC(=O)N3CC(=O)Nc4ccccc43)CC2)cc1 | 4 | -13 | 0 | -4 | -0.3 | -5 | -10 | 2 | 0.3 | 0.0
Cc1ccc(C(=O)N2CCN(c3ccccc3O)CC2)cc1S(=O)(=O)N1CCCCC1 | 2 | -3 | -2 | -6 | 0.3 | 1 | -1 | -5 | 1.9 | 0.0
COC(=O)c1ccc(OC(=O)c2ccncc2)cc1O | 4 | 7 | 1 | 11 | -0.1 | -6 | -10 | -3 | -2.3 | -0.8
COc1ccc(-n2c(C)cc(C(=O)COc3ccc(C)nc3[N+](=O)[O-])c2C)cc1 | 2 | -6 | -13 | 0 | 1.5 | -2 | -17 | -14 | 2.8 | 0.5
CN(C)C(=O)c1cccc(-c2cnc3c(NC=O)cc(-c4ccccc4N(C)C)cn23)c1 | -67 | 128 | 141* | + | 1.7 | -7 | . | -4 | -3.9 | 0.2
Cc1ccc(S(=O)(=O)N(C)C)cc1NC(=O)C1CCCCN1S(=O)(=O)c1ccccc1 (stereo unspecified) | -6 | -8 | 3 | -1 | 1.2 | -9 | 3 | -2 | 0.3 | -0.3
COc1ccc(OC)c(/C=N\NC(=O)c2ccc(COc3ccc(C)cc3[N+](=O)[O-])o2)c1 | 0 | -2 | 3 | -1 | -0.5 | 0 | -5 | -3 | 1.7 | -0.5
O=c1cc(CSc2nnc(Nc3ccccc3)s2)nc2sccn12 | 0 | 12 | 0 | 3 | 0.8 | 4 | 15 | 3 | 0.4 | 0.3
COc1cc(NC(=O)c2ccc(C(=O)c3ccccc3)cc2)cc(OC)c1OC | 2 | -10 | -1 | 5 | -0.2 | -2 | -13 | 4 | 2.3 | -0.3
Cc1cc([N+](=O)[O-])ccc1-c1ccc(C2Nc3ccccc3C(=O)N2O)o1 (stereo unspecified) | 0 | 6 | -4 | 11 | 0.7 | -2 | -13 | -18 | 3.9 | 1.4
COc1ccc(N2CCN(C(=O)c3ccc(CS(=O)(=O)c4ccc(Br)cc4)o3)CC2)cc1 | 2 | 1 | 10 | -6 | 2.0 | -3 | 3 | 5 | -1.1 | -0.1
CSc1ccc(S(=O)(=O)Nc2ccc3c4c(cccc24)CC3)cc1 | -1 | -12 | -14 | 12 | 0.4 | 11* | -14 | -2 | 3.2 | -0.2
